NR2F2 inh: NR2F2 transcriptional activity inhibitors, primary screen, cell-based, luciferase reporter, HEK293T, luminescence | COUP transcription factor 2 (Homo sapiens), P24468 | inhibition, % at 8.6 µM | hit rate 0.7% among 370,000 | HEK293T NGFI-A luciferase reporter;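 active means inhibition above a per-plate cutoff, mean inhibition of test wells between control levels plus 3 SD, cut at about 38% in these data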;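 further: cells cotransfected with COUP-TFII expression vector driving the NGFI-A reporter; 0% = median of COUP-TF2 test wells and 100% = reporter-only cells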
LRH-1 inv ag: LRH-1 (NR5A2) inverse agonists, primary screen, cell-based, luminescence, HEK293T, StAR-luciferase reporter. Nuclear receptor subfamily 5 group A member 2 (Homo sapiens), O00482. LRH-1 transfected, 24 h. inhibition, % at 3.6 µM. hit rate 0.13% among 360,000. AID 602396, 2012;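 active means inhibition above the mean inhibition of all tested compounds plus 3 SD, cut at about 73% in these data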;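 further: 0% = DMSO wells and 100% = reporter-only cells lacking LRH-1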
NCOA2 inhibitor: inhibition of GAL4-SRC2 driven luciferase reporter, primary screen, SRC2 inhibitor project, cell-based, luminescence; Nuclear receptor coactivator 2 (Homo sapiens), Q15596; HEK293 GAL4-SRC2 luciferase reporter; hit rate 0.17% among 370,000; AID 651957, 2012; inhibition, % at 9 µM;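 active means inhibition above the mean inhibition of all tested compounds plus 3 SD, set per campaign, cut at about 52% in these data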;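 further: 0% = DMSO treated cells and 100% = cells given Gossypol at 36 µM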
TLR9-MyD88 inh: inhibitors of TLR9-MyD88 association in cells, primary screen, cell-based, CHO, BLA complementation, fluorescence; inhibition, % at 4.98 µM; hit rate 0.21% among 340,000; CCF4 FRET ratio;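 active means inhibition above the mean over all tested compounds plus 3 SD, cut at about 21% in these data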;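 further: 0% = DMSO only wells and 100% = clavulanate BLA inhibitor control wells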
NCOA1 inh: SRC1 coactivator transcriptional activity inhibitors, primary screen, cell-based, luminescence; inhibition, % at 3.6 µM; AID 588354, 2011; hit rate 0.12% among 360,000; HEK293 GAL4-SRC1 luciferase reporter;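 active means inhibition above the campaign mean plus 3 SD, with each screening campaign given its own cutoff, cut at about 60% in these data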;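 further: 0% = DMSO treated cells and 100% = gossypol at 36 µM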
NOD2-RIPK2 inh: NOD2-RIPK2 binding disruptors in cells, primary screen, fluorescence, CHO cells, BLA complementation; inhibition, % at 4.98 µM; CCF4 ratio; Receptor-interacting serine/threonine-protein kinase 2 (Homo sapiens), O43353; hit rate 0.38% among 360,000; in the data active means inhibition above about 21%;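 further: 0% = vehicle only and 100% = reference blocker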
MC4R antag cAMP: MC4R antagonists of cAMP signaling, primary screen, cell-based, TR-FRET, antagonist arm of biased-ligand search | hit rate 0.48% among 360,000 | MC4R-expressing cells, MTII-stimulated cAMP, LANCE TR-FRET | Melanocortin receptor 4 (Homo sapiens), P32245 | inhibition, % at 6.5 µM;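 active means inhibition above its plate's cutoff, the mean of tested wells on that plate plus 3 SD, cut at about 29% in these data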;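 further: 0% = Melanotan II alone and 100% = Melanotan II plus saturating MCL0020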
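Assay system: human MC4R-expressing U2OS cells; reagent: Melanotan II stimulation of cells; dosing: 6.5 µM single dose; timing: compound 30 min, challenge 1 h, detection 1 h; signal: TR-FRET cAMP assay; replicates: one well per compound, no replicates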
EBV LMP1 NFkB: EBV LMP1-driven NF-kappaB luciferase reporter inhibitors, primary screen, cell-based, luminescence, single point; LMP1-induced NF-kappaB luciferase reporter cells; inhibition, % at 12.5 µM; hit rate 0.69% among 350,000; AID 504558, 2011; in the data active means inhibition above about 41%;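 further: 0% = neutral control wells and 100% = reference inhibitor control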
ABHD5 PLIN5 PPI: ABHD5-PLIN5 interaction inhibitors, primary screen, cell lysate, split luciferase complementation, luminescence; Split G. princeps luciferase complementation, 4 h; inhibition, % at 4 µM; hit rate 0.78% among 360,000; AID 602281, 2012;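 active means inhibition above the mean inhibition across every tested compound plus 3 SD, cut at about 22% in these data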;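 further: 0% = DMSO only wells and the 100% control is not disclosed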
MC4R ag barr: MC4R agonists recruiting beta-arrestin, primary screen, cell-based, luminescence, agonist arm of biased-ligand search. Melanocortin receptor 4 (Homo sapiens), P32245. U2OS MC4R beta-arrestin complementation; percent of melanotan II response, DMSO zero. activation, % at 8.9 µM. hit rate 0.98% among 360,000;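 active means activation above a per-plate cutoff, the mean activation of sample wells on that plate plus 3 SD, cut at about 8% in these data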
SRC3 inh: SRC3 coactivator transcriptional activity inhibitors, primary screen, cell-based, luminescence; Nuclear receptor coactivator 3 (Homo sapiens), Q9Y6Q9; HEK293 GAL4-SRC3 luciferase reporter; inhibition, % at 3.6 µM; hit rate 0.17% among 360,000; AID 588352, 2011;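 active means inhibition above a per-campaign cutoff, the mean of all compounds plus 3 SD, cut at about 60% in these data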;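 further: 0% = DMSO-treated cells and 100% = gossypol-treated cells at 36 µM; higher means less SRC3-driven luciferase light from the GAL4 reporter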
* = called active by the depositor. An excerpt (hit frequency here may not be typical).

`CN(C)N1C(N)=C(C#N)C(c2ccccc2)C2=C1CC(C)(C)CC2=O` (stereo unspecified) gave NR2F2 inh -4, LRH-1 inv ag 11, NCOA2 inhibitor 7, TLR9-MyD88 inh -11, NCOA1 inh 4, NOD2-RIPK2 inh -6, MC4R antag cAMP 2, EBV LMP1 NFkB 0, ABHD5 PLIN5 PPI -3, MC4R ag barr 0.5 and SRC3 inh -1.
`O=C(c1cccs1)N(Cc1ccc(F)cc1)C1CCS(=O)(=O)C1` (stereo unspecified) gave NR2F2 inh -37, LRH-1 inv ag -2, NCOA2 inhibitor -3, TLR9-MyD88 inh -25, NCOA1 inh -1, NOD2-RIPK2 inh -6, MC4R antag cAMP 13, EBV LMP1 NFkB -5, ABHD5 PLIN5 PPI -2, MC4R ag barr -1.8 and SRC3 inh -14.
`CCCCN1CC(COCc2ccccc2)Oc2cccc(OCc3ccc(OC)cc3)c2S1(=O)=O` (stereo unspecified) gave NR2F2 inh -14, LRH-1 inv ag 0, NCOA2 inhibitor 12, TLR9-MyD88 inh -4, NCOA1 inh 6, NOD2-RIPK2 inh -10, MC4R antag cAMP 12, EBV LMP1 NFkB -6, ABHD5 PLIN5 PPI -4, MC4R ag barr 2.2 and SRC3 inh 6.
COc1ccc(NC(=O)C2(C)CCN2Cc2ccc(OC(F)(F)F)cc2)cc1OC (stereo unspecified) was read as NR2F2 inh 0, LRH-1 inv ag 9, NCOA2 inhibitor 21, NCOA1 inh -6, NOD2-RIPK2 inh -1, MC4R antag cAMP 0, ABHD5 PLIN5 PPI 1, MC4R ag barr 3.1 and SRC3 inh 13.
COC(=O)c1cc(=O)nc2sc(-c3ccccc3)nn12 was read as NR2F2 inh -9, LRH-1 inv ag -9, NCOA2 inhibitor -15, TLR9-MyD88 inh 2, NCOA1 inh 1, NOD2-RIPK2 inh -10, MC4R antag cAMP 9, EBV LMP1 NFkB -1, ABHD5 PLIN5 PPI -1, MC4R ag barr -1.2 and SRC3 inh 20.
For COc1ccc(/C=C(/NC(=O)c2ccco2)C(=O)N2CCCCCC2)cc1OC the results were NR2F2 inh -2, LRH-1 inv ag -10, NCOA2 inhibitor -24, TLR9-MyD88 inh -4, NCOA1 inh -8, NOD2-RIPK2 inh -2, MC4R antag cAMP -1, EBV LMP1 NFkB -6, ABHD5 PLIN5 PPI -9, MC4R ag barr -2.1 and SRC3 inh 21.
For O=C1C=C(c2ccc(O)cc2)C[C@@H](c2ccc(Cl)cc2)C1 the results were NR2F2 inh 10, LRH-1 inv ag 3, NCOA2 inhibitor 6, TLR9-MyD88 inh 4, NCOA1 inh -4, NOD2-RIPK2 inh 6, MC4R antag cAMP 9, EBV LMP1 NFkB -2, ABHD5 PLIN5 PPI 2, MC4R ag barr 3.7 and SRC3 inh 19.
Cn1nc(C(F)(F)F)cc1-c1ccc(S(N)(=O)=O)s1 was read as NR2F2 inh -32, LRH-1 inv ag -41, NCOA2 inhibitor -42, TLR9-MyD88 inh -5, NCOA1 inh -44, NOD2-RIPK2 inh 2, MC4R antag cAMP -4, EBV LMP1 NFkB -3, ABHD5 PLIN5 PPI 1, MC4R ag barr 0.8 and SRC3 inh -47.
CCOC(=O)N1CCN(C(=O)c2cc(COc3cccc(C(F)(F)F)c3)on2)CC1 was read as NR2F2 inh -11, LRH-1 inv ag -55, NCOA2 inhibitor -44, TLR9-MyD88 inh -2, NCOA1 inh -52, NOD2-RIPK2 inh 1, MC4R antag cAMP -1, EBV LMP1 NFkB -15, ABHD5 PLIN5 PPI 3, MC4R ag barr -0.7 and SRC3 inh -22.
Screening CCCCCNc1nc(NCCCO)c(C#N)c2c1CN(C)CC2 returned NR2F2 inh 4, LRH-1 inv ag 5, NCOA2 inhibitor -11, TLR9-MyD88 inh -5, NCOA1 inh -20, NOD2-RIPK2 inh -2, MC4R antag cAMP 5, EBV LMP1 NFkB -3, ABHD5 PLIN5 PPI -56, MC4R ag barr -0.7 and SRC3 inh -4.
`Oc1ccc(NCc2ccc(OCc3ccccc3)cc2)cc1` gave NR2F2 inh -8, LRH-1 inv ag 20, NCOA2 inhibitor -46, TLR9-MyD88 inh 10, NCOA1 inh -54, NOD2-RIPK2 inh 12, MC4R antag cAMP 2, EBV LMP1 NFkB -6, ABHD5 PLIN5 PPI -4, MC4R ag barr 0.3 and SRC3 inh -61.
COc1ccccc1-n1c(SCC(=O)N2CCCCC2)nc2cccnc21 was read as NR2F2 inh 9, LRH-1 inv ag 2, NCOA2 inhibitor 4, TLR9-MyD88 inh -2, NCOA1 inh -1, NOD2-RIPK2 inh -11, MC4R antag cAMP -5, EBV LMP1 NFkB 0, ABHD5 PLIN5 PPI 3, MC4R ag barr -3.6 and SRC3 inh -1.
`Oc1cc(O)c2c(c1)O[C@H](c1ccc(O)c(O)c1)[C@@H](O)C2` gave NR2F2 inh 1, LRH-1 inv ag -21, NCOA2 inhibitor -5, TLR9-MyD88 inh -2, NCOA1 inh 13, NOD2-RIPK2 inh -4, MC4R antag cAMP -6, EBV LMP1 NFkB 6, ABHD5 PLIN5 PPI 3, MC4R ag barr -1.1 and SRC3 inh 17.
`Cc1ccc(C(=O)N/C(=C/c2ccccc2)C(=O)NC(Cc2ccccc2)C(=O)O)cc1` (stereo unspecified) gave NR2F2 inh 15, LRH-1 inv ag 6, NCOA2 inhibitor -44, TLR9-MyD88 inh -7, NCOA1 inh -6, NOD2-RIPK2 inh -1, MC4R antag cAMP 14, EBV LMP1 NFkB 10, ABHD5 PLIN5 PPI 2, MC4R ag barr -0.9 and SRC3 inh 8.
`O=C(CC1Sc2ccccc2NC1=O)Nc1cccc(C(=O)O)c1` (stereo unspecified) gave NR2F2 inh 2, LRH-1 inv ag 12, NCOA2 inhibitor -30, TLR9-MyD88 inh -1, NCOA1 inh -4, NOD2-RIPK2 inh -2, MC4R antag cAMP 13, EBV LMP1 NFkB 1, ABHD5 PLIN5 PPI 9, MC4R ag barr -2.5 and SRC3 inh -12.
`O=C(c1ccncc1)N(c1ccc2oc3c(c2c1)CCCC3)S(=O)(=O)c1cccc([N+](=O)[O-])c1` gave NR2F2 inh 2, LRH-1 inv ag 10, NCOA2 inhibitor 6, TLR9-MyD88 inh 0, NCOA1 inh 7, NOD2-RIPK2 inh 10, MC4R antag cAMP 2, EBV LMP1 NFkB -1, ABHD5 PLIN5 PPI -1, MC4R ag barr -2.9 and SRC3 inh 1.
`CCOC(=O)N1CCN(C(=O)C2CCN(S(=O)(=O)c3cc(C)ccc3OC)CC2)CC1` gave NR2F2 inh -20, LRH-1 inv ag 1, NCOA2 inhibitor -6, TLR9-MyD88 inh 9, NCOA1 inh -17, NOD2-RIPK2 inh -3, MC4R antag cAMP 7, EBV LMP1 NFkB 7, ABHD5 PLIN5 PPI -3, MC4R ag barr 0.2 and SRC3 inh -12.
Cc1ccc(NC(=O)c2ccc(S(=O)(=O)NCc3cccnc3)cc2)c(C)c1 was read as NR2F2 inh -9, LRH-1 inv ag -6, NCOA2 inhibitor 16, TLR9-MyD88 inh -3, NCOA1 inh 9, NOD2-RIPK2 inh 1, MC4R antag cAMP 1, EBV LMP1 NFkB 3, ABHD5 PLIN5 PPI -11, MC4R ag barr 3.6 and SRC3 inh 14.
COc1cc(C(=O)NNC(=O)/C=C/c2ccco2)cc(OC)c1OC was read as NR2F2 inh 1, LRH-1 inv ag -28, NCOA2 inhibitor 3, TLR9-MyD88 inh 3, NCOA1 inh -19, NOD2-RIPK2 inh -2, MC4R antag cAMP 5, EBV LMP1 NFkB 0, ABHD5 PLIN5 PPI 3, MC4R ag barr -1.6 and SRC3 inh 3.
For CCOC(=O)C1(CCc2ccccc2)CCN(C(=O)c2cccc(C)n2)CC1 the results were NR2F2 inh -11, LRH-1 inv ag -20, NCOA2 inhibitor -17, TLR9-MyD88 inh 3, NCOA1 inh -14, NOD2-RIPK2 inh 4, MC4R antag cAMP -7, EBV LMP1 NFkB -6, ABHD5 PLIN5 PPI 2, MC4R ag barr -0.3 and SRC3 inh -3.
C[C@H](CO)N1C[C@H](C)[C@H](CN(C)C(=O)Nc2ccc(F)cc2)Oc2c(NC(=O)c3ccc(-c4nccs4)cc3)cccc2C1=O was read as NR2F2 inh 4, LRH-1 inv ag 10, NCOA2 inhibitor 3, TLR9-MyD88 inh -7, NCOA1 inh 3, NOD2-RIPK2 inh -6, MC4R antag cAMP 8, EBV LMP1 NFkB 3, ABHD5 PLIN5 PPI 1, MC4R ag barr 1.1 and SRC3 inh -4.
Screening COc1ccc(-c2nc3c4c(ncn3n2)-c2ccccc2CC42CCCC2)cc1 returned NR2F2 inh -3, LRH-1 inv ag 0, NCOA2 inhibitor -28, TLR9-MyD88 inh 8, NCOA1 inh 17, NOD2-RIPK2 inh 4, MC4R antag cAMP -1, EBV LMP1 NFkB 2, ABHD5 PLIN5 PPI 0, MC4R ag barr -0.8 and SRC3 inh 13.
CCCCn1c(N)c(N(CCC(C)C)C(=O)C2=NN(c3cc(C)ccc3C)C(=O)CC2)c(=O)[nH]c1=O was read as NR2F2 inh -11, LRH-1 inv ag -1, NCOA2 inhibitor -13, TLR9-MyD88 inh -11, NCOA1 inh -10, NOD2-RIPK2 inh 2, MC4R antag cAMP 2, EBV LMP1 NFkB 1, ABHD5 PLIN5 PPI -6, MC4R ag barr -2.3 and SRC3 inh 4.
For CCOC(=O)c1cnc2ccc(C)cc2c1Sc1ccccc1C(=O)OC the results were NR2F2 inh 6, LRH-1 inv ag 5, NCOA2 inhibitor -6, TLR9-MyD88 inh -2, NCOA1 inh 0, NOD2-RIPK2 inh 5, MC4R antag cAMP 10, EBV LMP1 NFkB -9, ABHD5 PLIN5 PPI 10, MC4R ag barr 1.7 and SRC3 inh -11.
CCCOc1ccc(/C=C/C(=O)NC2CCCCC2)cc1 was read as NR2F2 inh -5, LRH-1 inv ag -16, NCOA2 inhibitor 11, TLR9-MyD88 inh -4, NCOA1 inh -20, NOD2-RIPK2 inh -1, MC4R antag cAMP 6, EBV LMP1 NFkB -11, ABHD5 PLIN5 PPI 2, MC4R ag barr 1.2 and SRC3 inh -80.
